# HSF-1 act: HSF-1 activators, primary screen, NIH3T3-HGL cells, MG132 stress, luminescence, single point | NIH3T3-HGL HSF-1 luciferase reporter, 8 h; 100% = twice DMSO control signal | activation, % at 9 µM | 300,000 tested, 1.7% active;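 active means mean replicate activation of at least 50% with a set share of replicates each reaching 50%; inconclusive means only one of those two conditions met; inactive means mean below 50% and too few replicates reaching it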;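 further: 0% = median of the neutral control wells and 100% = twice that signal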
# GSK3B inh: human GSK3beta kinase inhibitors, primary screen, biochemical, cell-free homogeneous, HTS; Glycogen synthase kinase-3 beta (Homo sapiens), P49841; GST-GSK3beta kinase, ADP-Glo luminescence, 60 min; stronger effect = lower value; activity score (negative = inhibition), % at 10 µM; 300,000 tested, 0.038% active; AID 2097, 2009;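 active means more than half of replicate wells score below -50%, meaning over 50% inhibition versus plate controls; inconclusive means some replicates but at most half score below -50%; inactive means no replicate scores below -50%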;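 further: 0% = median DMSO wells and -100% = median GW8510 positive control wells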
# Target sequence (P49841 whole entry, looked up): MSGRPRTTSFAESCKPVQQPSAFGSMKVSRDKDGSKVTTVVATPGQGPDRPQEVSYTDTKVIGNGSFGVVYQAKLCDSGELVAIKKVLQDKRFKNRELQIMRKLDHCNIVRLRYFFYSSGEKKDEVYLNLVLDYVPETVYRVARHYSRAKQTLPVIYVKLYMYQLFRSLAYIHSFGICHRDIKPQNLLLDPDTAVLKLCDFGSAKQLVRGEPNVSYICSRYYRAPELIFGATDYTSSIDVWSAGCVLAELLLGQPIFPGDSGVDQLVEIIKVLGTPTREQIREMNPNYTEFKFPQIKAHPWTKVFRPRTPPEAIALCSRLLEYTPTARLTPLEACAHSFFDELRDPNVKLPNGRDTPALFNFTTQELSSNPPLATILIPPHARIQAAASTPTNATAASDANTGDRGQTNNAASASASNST
#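 Test system – GST-tagged human GSK3beta kinase, cell-free · Incubation – 60 min enzyme reaction, room temperature · Signal – ADP-Glo luminescence · Also added – peptide substrate and ATP at 25 µM · Controls – DMSO neutral wells and GW8510 at 20 µM as positive · Buffer or medium – Tris/MgCl2 kinase buffer · Measure – Luminescence-derived activity versus plate DMSO and GW8510 wells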
# HSF1 inhib: HSF1 inhibitors in luciferase reporter cells, primary screen, cell-based, NIH3T3, luminescence. NIH3T3-HGL HSE-luciferase, MG132-induced, luminescence 8 h; stronger effect = lower value. activity change, negative = inhibition, % at 7.5 µM (by protocol). 300,000 tested, 0.77% active;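 active means more than half of replicate wells show activity change below -50%, luminescence cut by over half; inconclusive means some wells, but at most half, below -50%; inactive means no replicate well below -50%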;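 further: luciferase reports HSF-1 transcriptional activity via heat shock element; 0% = median of DMSO wells and -100% = zero luminescence signal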
# KLF5 inh: KLF5 expression inhibitors, primary screen, DLD-1 cells, luminescence. DLD-1 KLF5 promoter-luciferase reporter. inhibition, % at 5 µM. 290,000 tested, 0.23% active. AID 1700, 2009;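 active means inhibition above a per-plate limit of that plate's mean compound inhibition plus 3 SD, cut at about 60% in these data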;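 further: 0% = DMSO wells and 100% = LY294002 at 200 µM; higher means less KLF5 promoter-driven luciferase light; inactives centre near -14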
# aSyn 5UTR inh: MLPCN primary screen, SNCA 5' untranslated region; alpha-synuclein 5'UTR reporter, inhibitor activity; inhibition, % (tested at 7.5 µM); 300,000 tested, 0.82% active; AID 1813, 2009; in the data active means inhibition above about 60%; inconclusive means no clear call, values can overlap the other calls;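 further: H4 neuroglioblastoma cells stably carrying SNCA 5'UTR luciferase fusion; 0% = DMSO wells and 100% = positive control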
# Platelet DG rel: inhibitors of platelet dense granule secretion, primary screen, cell-based, MLPCN, human platelets. human platelet-rich plasma, SFLLRN dense granule ATP release, luminescence. inhibition, %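 (compounds screened at 7.5 µM in platelet-rich plasma)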. 300,000 tested, 0.22% active. AID 1663, 2009;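 active means mean replicate score, as percent of positive control, at or above 50; inconclusive means mean below 50 but at least one replicate at or above 50; inactive means mean and every replicate below 50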
# GSK3A inh: blockers of GSK3A enzyme activity – biochemical, luminescence, cell-free homogeneous, HTS, primary screen; GSK-3 alpha kinase, ADP-Glo luminescence, 60 min; inhibition, % at 10 µM; 320,000 tested, 0.1% active; AID 2650, 2010;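 in the data active means inhibition above about 50%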;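 further: GST-tagged GSK-3 alpha with peptide substrate and 25 µM ATP; 0% = DMSO neutral wells and 100% = GW8510 positive control wells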
# Target sequence (P49840 whole entry, looked up): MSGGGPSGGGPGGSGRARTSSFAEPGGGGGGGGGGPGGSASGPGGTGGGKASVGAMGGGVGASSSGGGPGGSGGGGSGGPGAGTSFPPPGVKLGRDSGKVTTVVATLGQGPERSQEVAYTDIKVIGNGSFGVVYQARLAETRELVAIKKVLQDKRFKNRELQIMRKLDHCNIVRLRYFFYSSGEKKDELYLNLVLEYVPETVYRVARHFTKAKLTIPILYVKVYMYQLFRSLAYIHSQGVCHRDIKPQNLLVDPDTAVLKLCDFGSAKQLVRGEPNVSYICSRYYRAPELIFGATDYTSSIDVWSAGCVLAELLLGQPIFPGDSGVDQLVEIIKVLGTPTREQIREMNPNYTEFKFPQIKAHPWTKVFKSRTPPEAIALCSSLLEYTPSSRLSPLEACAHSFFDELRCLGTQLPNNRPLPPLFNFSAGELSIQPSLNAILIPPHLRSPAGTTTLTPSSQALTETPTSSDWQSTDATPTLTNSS
# HSP90 inh: HSP90 inhibitors, primary screen, cell lysate, luminescence; inhibition, % at 5.6 µM; Rabbit reticulocyte lysate, luciferase refolding luminescence, 3 h; 290,000 tested, 0.91% active; AID 1789, 2009; Heat shock protein HSP 90 (rabbit reticulocyte lysate; luciferase refolding);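 active means inhibition above the screen-wide mean plus 3 SD, computed separately per campaign, cut at about 16% in these data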;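 further: 0% = DMSO wells and 100% = 60 µM geldanamycin wells; inhibitors lower the luminescence because luciferase stays unfolded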
# Dyrk1A ADPGlo: rat Dyrk1A kinase inhibitors, primary screen, biochemical, single point, plate reader | Dual specificity tyrosine-phosphorylation-regulated kinase 1A (Rattus norvegicus), Q63470 | ADP-Glo luminescence, NFATc1 peptide | inhibition, % at 12.5 µM | 310,000 tested, 0.43% active | AID 504441, 2011; in the data active means inhibition above about 50%;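 further: plate controls were vehicle with enzyme for no effect and no enzyme for full effect; many of its hits are not listed in these tables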
# IEC-6 tox: cytotoxicity in IEC-6 intestinal epithelial cells, primary screen, cytotoxicity control for KLF5 inhibitor project, cell-based, luminescence. IEC-6 cytotoxicity, luminescence viability. 290,000 tested, 0.78% active. AID 1825, 2009. inhibition, % at 5 µM; in the data active means inhibition above about 22%;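 further: 0% = plate median of test compound wells and 100% = cytotoxic reference compound wells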
# The depositor's hits bear a star; ? = inconclusive; · = not tested or not shown. An excerpt; rates above refer to the full screens.
no.	SMILES	HSF-1 act	GSK3A inh	IEC-6 tox	aSyn 5UTR inh	Dyrk1A ADPGlo	GSK3B inh	Platelet DG rel	HSF1 inhib	KLF5 inh	HSP90 inh
1	CC1=Nc2ccccc2NC(=O)C1Sc1nnc(C)s1 (centres undefined)	0	-2	-4	2	8	2	0	-9	3	5
2	Cc1cnc(NC(=O)CSc2nnc(-c3ccccc3)o2)s1	61*	-1	6	-139	7	4	-4	46	-100	14
3	CCOc1ccc(/C=N/n2c(C)nnc2C)cc1OC	3	0	6	29	-3	-5	1	-4	-6	0
4	Cc1cc(C)cc(-n2c(C)cc(/C=N\NC(=O)COc3cccc4cccnc34)c2C)c1	-2	0	8	11	-3	1	1	-8	-4	-1
5	COc1cc(CNCC(C)C)c(Br)cc1OCC(=O)NCc1ccccc1	-5	-2	-2	18	1	1	8	7	10	1
6	CCc1nc(SCC(=O)Nc2ccc([N+](=O)[O-])cc2)n[nH]1	11	2	0	1	-4	2	-5	-7	-10	-3
7	CCN(CC)C(=O)C(C)N(C#N)c1nc(NC(C)C)nc(NC(C)C)n1 (centres undefined)	-7	-1	-2	-1	-1	0	10	-3	-9	1
8	Cc1cccc(N=C2NC(=O)/C(=C3/C(=O)N(C)c4ccccc43)S2)c1C	-5	-1	1	-10	2	-2	-6	6	0	1
9	Cc1ccc(C2CC(c3ccc(Cl)cc3)n3nc(N)nc3N2)cc1 (centres undefined)	-34	5	3	4	-2	0	4	-18	13	-2
10	O=C(Cn1c(-c2ccccc2)noc1=O)N1CCC(Cc2ccccc2)CC1	1	-7	2	-4	-2	2	-1	0	-25	1
11	Nc1ccc(C(=O)Nc2ccc(OC(F)(F)C(F)F)c(NC(=O)c3ccc(N)cc3)c2)cc1	-4	-2	1	-17	3	-24	-9	-4	-27	7
12	Cc1cccc(N(CC(=O)NC2CCCC2)C(=O)CCC(=O)Nc2cc(C)on2)c1	5	1	-1	7	-4	3	-10	-1	-5	-5
13	O=C(CCc1nnc(CCc2ccccc2)o1)N1CCCCC1CCn1cccn1 (centres undefined)	4	0	-4	-22	-2	-2	2	1	-18	0
14	Cc1ccc(S(=O)(=O)N2CCN(C)CC2)c(C)c1N(C)S(=O)(=O)c1ccc(Cl)cc1	12	7	-5	9	8	3	2	10	-18	6
15	CCn1c(SCC(O)c2ccccc2)nnc1-c1ccccc1 (centres undefined)	23	-2	-8	-70	-6	-3	-12	6	-34	3
16	CC(=O)c1sc(NC(=O)c2ccc(C)cc2)nc1C	?	-2	1	-112	-8	0	2	17	-105	6
17	CC(C)(C)C1CCC(OC(=O)c2cncc(Br)c2)CC1 (centres undefined)	-40	-11	6	-123	-2	1	3	-25	13	1
18	CSc1nc2ccccc2n1CC(=O)Nc1cc(C(F)(F)F)ccc1N1CCOCC1	14	-1	4	11	-4	-1	-2	6	-16	2
19	COc1cc(C2C(C(=O)c3cc4ccccc4o3)=C(O)C(=O)N2c2cc(C)on2)cc(OC)c1OC (centres undefined)	57*	2	-2	-15	0	1	0	25	-22	-2
20	CCCCn1c(N)c(N(CCOC)C(=O)COc2ccc(OCC)cc2)c(=O)[nH]c1=O	4	0	·	-4	-4	1	-4	-3	·	·
21	CCOc1cc(C(=O)Nc2ccccc2F)cc(Br)c1OCC	2	·	3	-1	-3	-1	-2	3	-12	1
22	O=C(O)CN1C(=O)CC(Cc2ccccc2)C1=O (centres undefined)	·	2	6	15	-2	2	-23	·	-28	0
23	CCOC(=O)c1sc2nc3n(c(=O)c2c1C)CCC3	14	0	-4	-37	0	1	3	3	-7	6
24	COc1ccc(NC(=O)CN2CCCC2)cc1	-1	·	-1	12	-7	-2	3	2	-52	-1
25	CCCn1cnc2c(sc3nc4c(cc32)CSC(C)(C)C4)c1=O	25	0	-1	-105	-5	-20	-3	5	-33	-1
26	N#Cc1ccccc1Sc1ccccc1C(=O)OCc1nnc(-c2ccccc2)o1	-2	-1	-5	-7	5	2	·	-1	-10	3
27	COc1ccc(OCCSc2nc(C)c(Cc3ccccc3)c(=O)[nH]2)cc1	-4	1	-7	5	-2	0	5	2	-7	1
28	COc1ccccc1NC(=O)c1ccc(-n2cccn2)c([N+](=O)[O-])c1	-22	0	1	0	1	-3	3	-8	-21	-1
29	COc1ccc(NC(=O)CSc2cc(C(=O)c3nccn3C)c3ccccc3n2)cc1	5	-3	-2	17	-1	-1	-1	1	-37	-6
30	O=C(COc1ccc2c(-c3ccccc3)cc(=O)oc2c1)NCCCn1ccnc1	6	1	-5	19	5	1	6	5	-12	-3
31	NC(=O)CSc1nnc(CNc2cccc(Cl)c2)n1CCc1ccccc1	-1	0	1	9	10	1	-4	0	-20	-4
32	CCn1c(C(=O)Nc2ccsc2C(=O)OC)cc2sc(Cl)cc21	-2	-1	-1	-46	-3	5	-4	1	-24	-2
33	CCOc1ccc(NC(=O)c2sc3nc(C)nc(N4CCOCC4)c3c2C)cc1	6	1	5	24	0	3	-4	-4	10	0
34	CCCCC(=O)NNC(=S)NC(=O)C(c1ccccc1)c1ccccc1	-5	-1	2	11	2	1	3	-3	-12	2
35	CCCc1cc(C(=O)OC)c(NC(=O)OCC)s1	3	1	0	7	-12	0	3	-11	0	-1
36	CC(C)(C)c1ccc(C(=O)N2CCC(C(=O)NC3CCCCCC3)CC2)cc1	-2	-3	1	18	13	3	-2	4	-69	-6
37	CCCCn1c(N)c(N(CC)C(=O)CSc2nnnn2-c2cc(C)ccc2C)c(=O)[nH]c1=O	15	0	3	3	-2	1	-8	0	-2	6
38	CCOC(=O)Nc1sc(C)c(C)c1C(N)=O	34	-5	2	-29	-6	-1	5	9	-9	0
39	CCCCC1(C)NC(=S)N2N1C(=S)NC2(C)CCCC (centres undefined)	-12	0	-13	3	-6	1	-3	-5	-44	0
40	Cc1ccc(S(=O)(=O)N2CCN(CC(=O)N/N=C/c3cc([N+](=O)[O-])ccc3Cl)CC2)cc1	-6	0	2	13	2	2	-2	-9	-19	-3
41	O=C(Nc1ccc2c(c1)CCC2)c1cnccn1	32	-1	2	-175	2	4	15	16	-107	-6
42	O=C(CNC(=O)C1CCCCC1)Nc1ccccc1Cl	0	-4	-8	7	-3	1	-3	6	9	3
43	CCn1c(Cn2nnc(-c3ccccc3)n2)nnc1SCC(=O)Nc1cccc(C(C)=O)c1	4	-3	-4	25	-4	1	-5	-1	1	4
44	COc1ccc(-n2ccnc2SCC(=O)NCc2ccco2)c(OC)c1	-7	-2	2	20	·	-1	10	-2	16	3
45	O=C(N/N=C/c1cccnc1)c1ccc(NC(=O)c2ccc(Cl)cc2)cc1	7	2	6	-7	-8	3	6	21	-34	20*
46	N#Cc1cnn(CC2CCCCC2)c1N	19	·	4	21	14	4	-7	-9	-49	2
47	CCCSc1nnc(NC(=O)Nc2ccc(C)cc2)s1	14	-3	1	-18	-9	-1	19	-2	13	8
48	CC(C)(C)c1ccc(C2SCC(=O)N2c2cccc(C(=O)O)c2)cc1 (centres undefined)	-9	-4	-4	4	-2	4	-5	-8	-69	-1
49	Cc1ccc(-n2nc(-c3ccco3)cc2C(=O)O)c(C)c1	-9	·	-21	19	-2	-2	-12	-10	4	7
50	O=C(/C=C/c1ccc(Cl)cc1Cl)c1cccnc1	-13	-1	6	-57	5	-2	1	-9	-18	4

# One compound at a time, as listed above. Order of screens: HSF-1 act, GSK3A inh, IEC-6 tox, aSyn 5UTR inh, Dyrk1A ADPGlo, GSK3B inh, Platelet DG rel, HSF1 inhib, KLF5 inh, HSP90 inh
# Listed for O=C(CNC(=O)C1CCCCC1)Nc1ccccc1Cl → 0, -4, -8, 7, -3, 1, -3, 6, 9, 3
# Listed for CCOC(=O)Nc1sc(C)c(C)c1C(N)=O → 34, -5, 2, -29, -6, -1, 5, 9, -9, 0

# Following part:
no.	SMILES	HSF-1 act	GSK3A inh	IEC-6 tox	aSyn 5UTR inh	Dyrk1A ADPGlo	GSK3B inh	Platelet DG rel	HSF1 inhib	KLF5 inh	HSP90 inh
51	O=C(c1ccc(F)cc1)N1CCN(c2cc(=O)[nH]nc2-c2ccccc2)CC1	24	·	-6	24	-4	-1	7	0	-12	-1
52	COc1cc(OC)cc(C(=O)Nc2ccc(S(=O)(=O)Nc3nc(C)cc(C)n3)cc2)c1	18	-1	-9	10	3	2	-9	8	-25	-3
53	Nc1ccc(C#Cc2ccccc2)cc1	5	0	3	18	-3	0	15	-5	-86	-4
54	Cc1ccc(C(=O)OCc2cc3ccccc3[nH]c2=O)cc1	-3	4	-4	-39	9	-1	6	5	-6	-2
55	Cc1ccc(CNC(=O)Cn2cnc3cc([N+](=O)[O-])ccc3c2=O)cc1	10	-4	0	12	5	0	8	-5	-24	2

# Structural class: the compounds so far with two or more sulfur atoms (seven)
no.	SMILES	HSF-1 act	GSK3A inh	IEC-6 tox	aSyn 5UTR inh	Dyrk1A ADPGlo	GSK3B inh	Platelet DG rel	HSF1 inhib	KLF5 inh	HSP90 inh
1	CC1=Nc2ccccc2NC(=O)C1Sc1nnc(C)s1 (centres undefined)	0	-2	-4	2	8	2	0	-9	3	5
2	Cc1cnc(NC(=O)CSc2nnc(-c3ccccc3)o2)s1	61*	-1	6	-139	7	4	-4	46	-100	14
14	Cc1ccc(S(=O)(=O)N2CCN(C)CC2)c(C)c1N(C)S(=O)(=O)c1ccc(Cl)cc1	12	7	-5	9	8	3	2	10	-18	6
25	CCCn1cnc2c(sc3nc4c(cc32)CSC(C)(C)C4)c1=O	25	0	-1	-105	-5	-20	-3	5	-33	-1
32	CCn1c(C(=O)Nc2ccsc2C(=O)OC)cc2sc(Cl)cc21	-2	-1	-1	-46	-3	5	-4	1	-24	-2
39	CCCCC1(C)NC(=S)N2N1C(=S)NC2(C)CCCC (centres undefined)	-12	0	-13	3	-6	1	-3	-5	-44	0
47	CCCSc1nnc(NC(=O)Nc2ccc(C)cc2)s1	14	-3	1	-18	-9	-1	19	-2	13	8
